High-throughput results: PubChem BioAssay, National Center for Advancing Translational Sciences (NCATS)
FBPA coupling cs: counter-screen for Giardia aldolase inhibitors: coupling enzyme system; coupling enzyme system counterscreen, AmpLite Red fluorescence; activity change, negative = inhibition, % at 58.2 µM, hits read low; actives 0.67% (n = 290,000); in the data active = activity change below about -30%
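Activity here indicates interference with the coupling reaction, not aldolase inhibition. Compounds at 57.5 uM final met coupling enzymes for 10 min at RT; substrate and AmpLite Red detection followed, with a 525/598 nm fluorescence read after 20 min.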
uPA surface inh: blocks generation of uPA at the cell surface; cell surface uPA generation assay, qHTS; Potency, µM (top dose mostly 38.3 µM), without a hit: at the top dose activity change, negative = inhibition, usual class: inhibitors; actives 0.31% (n = 330,000); active = well fitted inhibition curve with a large enough effect; inconclusive = small, poorly fitted or top-dose-only effect; inactive = no such curve, though single readings can be large or run the other way; tested in mouse RAW 264.7 cells; also: potency is read from the fitted curve at half-maximal effect; nearly all actives have a fitted effect of over 55% in size
Eya2 phos inh: inhibitors of human Eya2 phosphatase activity | O00167 | recombinant Eya2, OMFP fluorescence dephosphorylation (OMFP is methylfluorescein phosphate) | Potency, µM (top dose mostly 76.9 µM), for the others: top-dose activity, negative = inhibition, usual class: inhibitors | actives 0.006% (n = 330,000) | AID 488837; also: potency is read from the fitted curve at half-maximal effect
Target sequence (O00167 whole entry, looked up): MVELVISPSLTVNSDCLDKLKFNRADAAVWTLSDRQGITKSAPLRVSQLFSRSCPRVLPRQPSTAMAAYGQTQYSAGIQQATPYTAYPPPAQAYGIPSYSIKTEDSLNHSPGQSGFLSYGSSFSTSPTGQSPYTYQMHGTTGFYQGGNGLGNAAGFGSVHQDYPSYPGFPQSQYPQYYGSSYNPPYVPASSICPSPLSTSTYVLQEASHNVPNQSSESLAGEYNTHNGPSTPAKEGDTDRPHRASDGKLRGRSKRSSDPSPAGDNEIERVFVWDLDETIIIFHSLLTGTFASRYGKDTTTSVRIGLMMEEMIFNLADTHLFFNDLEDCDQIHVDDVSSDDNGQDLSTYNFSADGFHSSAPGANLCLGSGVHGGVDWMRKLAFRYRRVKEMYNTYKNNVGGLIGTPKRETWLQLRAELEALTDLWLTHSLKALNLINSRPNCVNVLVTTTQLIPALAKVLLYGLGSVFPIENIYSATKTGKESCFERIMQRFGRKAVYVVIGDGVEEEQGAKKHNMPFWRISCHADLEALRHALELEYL
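Eya2 (0.2 uM) preincubated 10 min at ambient with compound, then OMFP substrate added at 50 uM; 10 min reaction in 50 mM HEPES pH 7.5, 50 mM NaCl, 5 uM MgCl2, 0.05% BSA, 1 mM DTT. Fluorescence read at Ex 485/Em 525 nm.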
hERG WT inh: blocks the wildtype human KCNH2 potassium channel; activity change, % at 1.84 µM; Q12809; U2OS, BacMam KCNH2, thallium flux FluxOr; stronger effect = lower value; actives 0.37% (n = 340,000); AID 720551;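 active = maximum activity change below -70%; inconclusive = maximum activity change between -70% and -50%; inactive = maximum activity change above -50%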
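U2OS cells were transduced with wild-type KCNH2 virus (2.03 x 10^8 / mL) for 4 h at room temperature, then cultured overnight at 37 C. Thallium flux was read with FluxOr dye. Rate constants were normalized to DMSO controls.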
PKM2 act: activators of human pyruvate kinase M2 | P14618 | purified PKM2, Kinase-Glo ATP luminescence, activation; response scale: 0% is enzyme alone, no compound | Potency, µM (top dose mostly 57.5 µM), inactives show at the highest dose activation, hits mostly activators | actives 0.34% (n = 260,000) | AID 1631; also: potency is read from the fitted curve at half-maximal effect; nearly all actives have a fitted effect of over 55% in size
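Purified hPK-M2 (>95% pure) converted ADP (0.1 mM final) to ATP with 0.5 mM PEP in 50 mM imidazole pH7.2, KCl, MgCl2, Tween 20, BSA; 1 h at room temperature. ATP detected by Kinase-Glo luminescence.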
GALK inhibitor: blocks human galactokinase activity; AID 1868; actives 0.007% (n = 270,000); Potency, µM (highest dose often 57.5 µM), for the others: top-dose activity change, negative = inhibition, most hits filed as inhibitors; Purified GALK, Kinase-Glo residual ATP luminescence; also: potency is read from the fitted curve at half-maximal effect
Target sequence (P51570 whole entry, looked up): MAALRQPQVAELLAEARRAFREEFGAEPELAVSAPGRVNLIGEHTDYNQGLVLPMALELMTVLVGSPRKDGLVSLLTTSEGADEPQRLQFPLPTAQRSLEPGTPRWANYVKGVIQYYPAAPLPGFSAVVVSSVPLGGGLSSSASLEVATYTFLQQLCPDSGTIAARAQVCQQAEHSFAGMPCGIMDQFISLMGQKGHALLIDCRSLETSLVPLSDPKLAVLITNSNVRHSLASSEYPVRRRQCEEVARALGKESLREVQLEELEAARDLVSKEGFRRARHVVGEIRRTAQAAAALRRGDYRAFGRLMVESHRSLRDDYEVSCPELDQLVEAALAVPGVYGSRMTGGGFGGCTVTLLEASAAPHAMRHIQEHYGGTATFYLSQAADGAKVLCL
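5 nM enzyme, 35 uM ATP, 100 uM galactose, 20 mM HEPES pH8.0, 5 mM MgCl2; 1 h RT; residual ATP by Kinase-Glo Plus luminescence, qHTS format.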
KCNH2 3.1 inh: blocks the human KCNH2 3.1 channel isoform | U2OS KCNH2 3.1, thallium flux FluxOr; stronger effect = lower value | activity change, % (tested at about 1.8 µM) | actives 0.95% (n = 340,000) | AID 720553;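 active = maximum activity change below -70%; inconclusive = maximum activity change from -70% to -50%; inactive = maximum activity change above -50%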;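 also: thallium influx rate constant from kinetic fluorescence after stimulation buffer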
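Virally transduced U2OS (3.1 isoform, 4 h infection in dark at RT) → overnight 37 C → FluxOr + Red40 in HBSS/HEPES, 45 min → stimulation buffer, 2 min kinetic read → rate constant vs DMSO controls.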
Chronic BCR inh: inhibitors of chronic active B-cell receptor signaling; AID 493014; actives 0.05% (n = 340,000); Potency, µM (top dose mostly 46.1 µM), inactives show at the top dose ratio change, negative = lower green/red ratio, actives largely listed as inhibitors; ABC-DLBCL IkBa-CBG/CBR reporter, luminescence ratio, 4 h; active = well fitted inhibition curve with a large enough effect in the signal ratio, with a control signal flat, not every such curve was filed as active; inconclusive = small, poorly fitted or top-dose-only effect, or effect the other way, or a change in a side signal; the % refers to the signal ratio;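 also: potency is read from the fitted curve at half-maximal effect; plate controls were basal doxycycline-induced cells for no effect and cells given 10 µM MG132 for full effect; MG132 reads +100%, hits lower the ratio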
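TMD8 human ABC-DLBCL cells with doxycycline-inducible IκBα–green luciferase fusion and unfused red luciferase, in 0.5% FBS medium; compounds up to 46 uM, 4 h at 37C. Green/red luminescence ratio, filter-overlap corrected, fitted to concentration-response curves.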
Giardia kill: kills Giardia lamblia; Giardia lamblia trophozoite viability; activity change, % at 7.66 µM, hits read low; actives 0.15% (n = 340,000); in the data active = activity change below about -80%; inconclusive = between about -30% and that limit;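 also: parasites exposed to compound for two days anaerobically before the ATP read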
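Giardia trophozoites, 100 cells per well, were exposed to compounds for 48 hrs at 37 deg C under anaerobic conditions; viability was then read as ATP content by bioluminescence after 15-30 min at room temperature.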
USP2a inh: blocks human ubiquitin-specific protease USP2a; O75604; USP2 core, Ub-CHOP2 coupled fluorogenic reporter, 485/531; Potency, µM (titrated, usually from 38.3 µM), inactives show top-dose activity change, negative = inhibition, usual class: inhibitors; actives 0.01% (n = 330,000);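 also: potency is read from the fitted curve at half-maximal effect; plate controls were DMSO wells for no effect and full inhibition by NEM control for full effect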
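Cell-free coupled assay: 10nM USP2 core preincubated 30min RT with compound in Tris-HCl pH 8.0/CaCl2/CHAPS buffer, then 25nM Ub-CHOP2 and 25nM reporter substrate; fluorescence (Ex 485/Em 531) read after 60min RT, normalized to NEM inhibition, concentration-response curves fitted.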
B2AR arrestin: beta2AR (human) beta-arrestin recruitment activity. beta-arrestin recruitment to beta2AR, cell-based reporter. Potency, µM (titrated, usually from 46.1 µM), without a hit: top-dose activation, hits mostly activators. actives 0.02% (n = 330,000). AID 492947;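 also: potency is read from the fitted curve at half-maximal effect; 0% = DMSO controls and full agonism = EC100 isoproterenol or metaproterenol; nearly all actives have a fitted effect of over 65% in size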
* hit, by the source's call; i = inactive; ? = inconclusive; / = not tested or not shown; & = joins results of further samples; [ ] = another dose, or the depositor's remark. Unless noted, calls follow the shape of the dose curve; as a rule, active = well fitted curve in the direction sought with a large enough effect; inconclusive = small, poorly fitted or top-dose-only effect, or another doubt; inactive = no such curve, though single readings can be large; an effect the other way counts as inactive or inconclusive. Unless noted, % is scaled to controls: 0 for no effect and ±100 for the full control effect.

smiles	FBPA coupling cs	uPA surface inh	Eya2 phos inh	hERG WT inh	PKM2 act	GALK inhibitor	KCNH2 3.1 inh	Chronic BCR inh	Giardia kill	USP2a inh	B2AR arrestin
O=C(NCCOc1ccccc1F)C1CCC(=O)N(CCc2cccc(F)c2)C1 (stereo unspecified)	/	-5.2%	2.1%	2.5	/	7.3%	-8.3	-12.5%	-10.0	2.6%	0.4%
COCCN1C(=O)C(CC(=O)Nc2ccc(C(C)=O)cc2)SC1=Nc1ccccc1 (stereo unspecified)	-1.9	-6.9%&3.7%	24.0%	-8.3&31.2	1.5%	1.8%	-9.2&2.0	-6.4%	-6.3&-4.1	10.4%	-0.3%
CC(C(=O)O)N1c2cccc3cccc(c23)S1(=O)=O (stereo unspecified)	1.7	2.6%	6.8%	-13.5	3.8%[11.5 µM]	7.1%	-8.2	?	0.3	-0.9%	-0.1%
COc1cc(C#N)c(NC(=S)N2CCOCC2)cc1OC	-2.9	/	2.3%	/	16.9%	2.0%	/	0.4%	/	0.1%	-0.8%
Cc1cc(CNC(=S)Nc2ccc(Br)cc2Cl)nn1C	2.4	2.3%	1.0%	9.7	-0.3%	0.0%	7.6	-1.0%	-3.2	4.9%	0.3%
CCOC(=O)c1cnc2ccccc2c1Nc1cc(C(=O)O)ccc1C	6.8	0.1%	3.7%	4.6	2.2%	-2.6%	12.7	19.7%	9.8	4.6%	-0.1%
CCSc1ccccc1C(=O)Nc1ccc2c(c1)OCO2	-4.0	?	6.9%	-8.8	10.2%	-2.5%	-13.7	-0.7%	5.3	1.3%	-0.1%
COc1cccc(C(=O)Nc2ncc3c(n2)CC(c2ccc(OC)cc2OC)CC3=O)c1 (stereo unspecified)	0.3	/	0.2%	3.5	-2.1%	2.3%	-24.0	?	-1.2	-0.3%	0.4%
O=C(CN1CCSCC1)N/N=C/c1cccc(Cl)c1	2.1	-16.4%	3.5%	/	-2.9%	11.9%	-16.2	3.5%	-2.1	2.6%	0.1%
Cn1ccnc1SCC(=O)Nc1ccc2ccccc2c1	0.6	-15.8%	1.7%	-6.2	3.0%	-1.9%	-14.1	?	-27.0	-0.7%	-0.2%
COc1ccc(NC(=O)Nc2ccc(CC(=O)O)cc2)cc1	2.5	-4.7%	-3.8%	-8.4	1.2%	9.1%	-38.8	-10.7%	-15.6	3.1%	-0.2%
Cc1cc(OCCCn2ccnc2)cc(C)c1Cl	1.7	/	-5.0%	-8.9	1.7%	5.8%	8.5	-11.9%	4.2	-12.0%	0.1%
COc1cc(C(=O)Nc2c(C(=O)O)[nH]c3ccc(Br)cc23)cc(OC)c1OC	6.6	1.0%	4.9%	-2.5	/	-3.0%	4.9	-8.7%	36.4[activator]	1.2%	-0.4%
COc1ccc(C(O)P(=O)(OC(C)C)OC(C)C)c(OC)c1 (stereo unspecified)	5.2	8.3%	12.3%	0.1	-6.0%	8.8%	-6.5	-1.8%	-15.3	0.3%	-0.4%
Clc1ccc(-c2ccc(/C=N/Nc3nncc(-c4ccccc4)n3)o2)cc1	-4.1	6.9%	8.0%	-3.1	-2.0%	-2.8%	-29.7	-2.2%	-16.1	0.6%	0.1%

smiles	FBPA coupling cs	uPA surface inh	Eya2 phos inh	hERG WT inh	PKM2 act	GALK inhibitor	KCNH2 3.1 inh	Chronic BCR inh	Giardia kill	USP2a inh	B2AR arrestin
COC(=O)c1c(NC(C)=O)sc2c1CCCCC2	4.6	-1.2%	-2.5%	-0.8	-8.9%	-0.2%	17.5	-0.2%	10.0	1.9%	-0.5%
COC(=O)c1ccc2nc(-c3cccc(N)c3)cn2c1	-7.0	-13.9%	-16.5%	-0.5	-10.8%	4.6%	2.1	?	?	1.3%	-0.3%
O=C(O)COCC(=O)N1CCCN(c2nccc(C(F)(F)F)n2)CC1	0.8	-0.8%	6.6%	?	/	3.0%	9.2	0.6%	-14.5	0.4%	0.4%
O=C(CCCCCN1C(=O)CCC1=O)Nc1ccc(Cl)c(C(F)(F)F)c1	2.8	-4.5%	17.9%	-25.3	1.7%	-1.6%	6.5	?	4.3	-0.4%	0.2%
C[C@@](Cc1ccccc1)(C(=O)O)N1C(=O)c2ccc(C(=O)O)cc2C1=O	0.8	/	-10.5%	/	/	/	/	-0.9%	/	-0.6%	-0.2%
COc1ccc(CNC(=O)CN(C(=O)CCC(=O)Nc2nccs2)c2cccc(C)c2)cc1	5.2	2.6%	-4.4%	-0.4	4.3%	3.4%	-18.9	5.4%	-17.6	1.5%	-0.3%
CC1=C(C(N)=O)C(c2cccnc2)n2nc(SCc3ccccc3Cl)nc2N1 (stereo unspecified)	2.5	-2.2%	-1.7%	1.9	-12.9%	0.0%	2.4	2.5%	-3.4	-0.2%	-0.5%
Cc1cc(C)n2nc(C(=O)N/N=C/c3ccc(O)cc3)nc2n1	-0.5	0.2%	4.5%	i	-2.3%	2.7%	2.2	?	33.7[activator]	2.4%	-0.3%
COc1ccccc1N(C(=O)CNS(=O)(=O)c1ccccc1)C(C(=O)NCc1ccco1)C(C)C (stereo unspecified)	0.6	-7.7%	-12.4%	-11.4	11.2%	2.2%	-14.1	?	-4.8	-0.2%	-0.6%
Cc1onc(-c2ccccc2)c1C(=O)OCCOc1cccc(Cl)c1	/	-14.8%	-15.7%	-5.4	0.6%	-3.4%	9.0	10.1%	-3.8	0.8%	0.1%
COc1cccc(C(=O)Nc2c(F)cccc2F)c1	1.4	2.9%	9.0%	0.5	-2.5%	-0.4%	-7.4	?	-12.6	2.2%	-0.8%
COc1ccc(C(=O)N2CCC(C(=O)Nc3ccccc3C)CC2)cc1OC	3.7	-1.2%	-5.3%	-1.4	8.5%	-2.9%	-28.5	-0.4%	17.4	3.6%	0.2%
Cc1ccc(/C=N/NC(=O)c2cc3c(ccc4ccccc43)o2)cc1[N+](=O)[O-]	0.7	0.4%	1.1%	14.6	-6.7%	/	-9.2	-8.6%	8.7	1.7%	0.4%
O=C1CCC(C(=O)O)(c2ccccc2)C1 (stereo unspecified)	0.4	/	2.4%	/	-5.2%	-1.0%	/	3.7%	/	2.3%	-0.9%
COc1ccc(C(=O)Nc2cc(C(C)=O)c(C)oc2=O)cc1	2.1	-12.1%	0.4%	1.9	-1.6%	0.7%	-12.2	3.1%	-21.8	1.7%	0.2%

smiles	FBPA coupling cs	uPA surface inh	Eya2 phos inh	hERG WT inh	PKM2 act	GALK inhibitor	KCNH2 3.1 inh	Chronic BCR inh	Giardia kill	USP2a inh	B2AR arrestin
Clc1ccc(-c2nc(/C=N/N3CCOCC3)c3ccccn23)cc1	-4.4	-0.5%	4.8%	-9.7	0.2%	-1.8%	5.5	-5.2%	-2.0	1.4%	0.0%
COc1ccc(C(CNC(=O)c2cccc(S(=O)(=O)Nc3cccc(C)c3)c2)N2CCOCC2)cc1 (stereo unspecified)	/	1.7%	9.6%	-3.8	/	/	-9.5	-10.9%	-17.0	-2.6%	-0.5%
O=c1/c(=C\c2cccnc2)sc2nc3ccccc3n12	2.4	-0.5%	3.5%	1.7	-0.7%	0.1%	-5.2	12.7%	-19.2	1.9%	-0.5%
Clc1ccc(Cn2cnc3ccccc32)cc1	2.2	0.6%	1.1%	-6.0	3.1%	0.8%	4.6	1.7%	8.9	0.9%	-0.1%
Cc1ccc(/C=C/c2ccc(=O)n(Cc3ccccc3Cl)n2)cc1	-3.2	4.4%	11.6%	1.5	-8.9%	-2.9%	-16.1	?	-7.6	0.1%	-0.4%
Cc1ccc(NC(=O)CN2C(=O)N/C(=C\c3cccn3-c3cccc(C(=O)O)c3)C2=O)cc1	0.3	0.1%	16.3%	-3.0	2.9%	7.1%	-6.8	-0.4%	-9.8	0.2%	0.1%
CC(C)CC(=O)Nc1cccc(C(C)O)c1 (stereo unspecified)	1.4	/	7.9%	/	0.5%	4.7%	/	4.4%	/	-0.1%	0.0%
COc1ccccc1NC(=O)C(C)n1cnc2c(oc3nc4c(cc32)CCCC4)c1=O (stereo unspecified)	/	-21.9%	5.5%	-11.0	/	-4.2%	0.0	5.3%	14.0	-0.2%	-1.1%
CCC(C)(C(=O)NC1CCCCC1)N(C)C(=O)c1ccc2c(c1)OCO2 (stereo unspecified)	1.1	-0.3%	-6.5%	0.0	-7.2%	3.0%	8.2	13.8%	11.8	0.5%	0.1%
O=C(NNC(=O)c1cccc(-n2cccc2)c1)c1ccccc1	/	8.1%	0.5%	3.4	/	/	3.9	?	-16.9	4.7%	-0.7%
